MKP-3 inhibition – MKP-3 phosphatase inhibitors, primary screen, biochemical, rat enzyme, in vitro (AID 425); 110,000 tested, 0.17% active; recombinant MKP-3 phosphatase activity, fluorescence; higher % means a stronger effect; inhibition, % at 20 µM; hits with a dose series show IC50 in µM; in the data active = inhibition above about 50%;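 also: plate controls were vehicle for no effect and reference inhibitor for full effect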
Hsp70 displacement – small molecules displacing fluorescent ligand from Hsp70 – biochemical, fluorescence polarization, primary screen (AID 583) | Hsp70 fluorescence polarization probe displacement, mP; higher % means a stronger effect | displacement, % at 20 µM; hits with a dose series show IC50 in µM | 140,000 tested, 0.06% active; in the data active = displacement above about 50%;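 also: plate controls were vehicle for no effect and reference ligand for full effect; a part of the inactive calls stands beside numbers as strong as those of hits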
The depositor's hits bear a star; . = not tested or not shown; & = joins results of further samples.

SMILES | MKP-3 inhibition | Hsp70 displacement
c1cnc(Nc2nc(-c3cccs3)cs2)nc1 | 43% | -106%
CC(CNC(=O)c1cccs1)c1ccccc1 (configuration not stated) | -4% | 7.3%
O=C(Nc1nc(-c2ccc(-c3ccccc3)cc2)cs1)C1CCCO1 (configuration not stated) | . | -0.8%
O=[N+]([O-])c1ccc(N2CCN(c3ccc(Cl)nn3)CC2)cc1NC1CC1 | . | -2.0%
COc1ccccc1S(=O)(=O)Cc1ccc(C(=O)N2CCOCC2)o1 | -3% | -1.6%
O=c1cnnc(N/N=C/c2ccc(Br)cc2)[nH]1 | 4% | 1.8%
N#CC1=C(N)OC2=C(C(=O)CCC2)C1c1ccc2c(c1)OCO2 (configuration not stated) | -4% | 3.2%
Cc1cc(C)c(N2C(=O)c3ccccc3C2=O)c([N+](=O)[O-])c1 | 1% | 2.3%
O=S(=O)(c1cc(-c2nnc(-c3ccc(Br)cc3)o2)ccc1Br)N1CCCCCC1 | . | -0.8%
Cc1nn(C)c(C)c1S(=O)(=O)N1CCCC(C(=O)N2CCN(c3ccccc3)CC2)C1 (configuration not stated) | 3% | -0.4%
Cc1ccc(C)c(OCCOCCN2CCOCC2)c1 | -5% | 4.0%
CN1CCN(C(=O)c2cnn3c(C(F)F)cc(C4CC4)nc23)CC1 | 1% | 2.4%
CN(CCOC(=O)c1ccco1)Cc1ccccc1 | . | -1.4%
C=CCn1c(SCC(=O)NCc2ccccc2)nnc1C1CCCCC1 | . | 0.3%
O=C(O)CCC(=O)Nc1ccc(N2CCCCC2)c(C(=O)O)c1 | 6% | -1.3%
CCc1c(C#N)c(N)[nH]c(=S)c1C#N | -4% | 1.0%
Cn1c(-c2ccc(C=O)s2)nc2c3ccccc3c3ccccc3c21 | 2% | 2.0%&-4.2%
Cc1ccccc1NC(=O)c1c(N)sc2c1CCCC2 | -3% | -1.4%
COc1ccc(C(C(=O)NC2CCCC2)N(CCN2CCOCC2)C(=O)c2ccc(OC)c(OC)c2)cc1 (configuration not stated) | . | -3.4%
CC1CN(c2nc3ccccn3c(=O)c2/C=C(\C#N)S(=O)(=O)c2ccccc2)CC(C)O1 (configuration not stated) | -7% | 1.3%
CCOc1cccc(C2Nc3ccccc3NC3=C2C(=O)CC(c2ccc(Cl)cc2)C3)c1 (configuration not stated) | 9% | -1.0%
CCC(=O)c1ccccc1NN1c2ccccc2C(=O)C1(C)OC (configuration not stated) | -3% | -0.4%
O=C1CC(NCCCc2ccccc2)C(=O)N1c1ccc(Cl)cc1 (configuration not stated) | 4% | 1.4%
CCOc1ccccc1N(CC(=O)N1CCCC1)S(=O)(=O)c1ccccc1 | 2% | -3.4%
Cc1cc(Cl)ccc1NC(=O)C(=O)NCc1cccnc1 | 0% | -1.6%
COc1ccc(CC(NC(C)=O)C(=O)NC2CCN(C(=O)Nc3ccc(C#N)cc3)CC2)cc1OC (configuration not stated) | 1% | 0.4%
CC(=O)Nc1ccccc1O | 0% | -0.2%
CCOC(=O)CNC(=O)CCNS(=O)(=O)c1ccc2c(c1)c(=O)n(C)c(=O)n2C | . | 21%
Cc1c(OCC(=O)C(C)(C)C)ccc2c1oc(=O)c1ccccc12 | 4% | -1.3%
CC(=O)c1cccc(NC(=O)N2CCc3ccccc3C2)c1 | -15% | -0.7%
COc1ccc(CNC(=O)c2cnc3n(c2=O)CCS3)cc1 | -1% | -2.7%
Cc1ccc(C2=NN(C)c3nc4ccccc4n3C2)cc1 | . | -3.5%
COc1ccc(C(=O)/C=C/Nc2cccc(C)n2)cc1OC | 14% | 1.2%
COc1ccccc1OCCCn1c(C)c(C#N)c2ccccc21 | -9% | 0.5%
COc1ccc([N+](=O)[O-])cc1C1NN=C(c2cccc3ccccc23)S1 (configuration not stated) | . | 6.2%
CCN1CCN(CCCNC(=O)c2cn(CCOC)c(=O)c3c2c2ccccc2n3C)CC1 | -12% | 2.1%
COc1cc(-c2noc(-c3ccc(C)cc3)n2)cc(OC)c1OC | 1% | 4.8%
COc1ccc(OC)c(NC(=O)CCC(=O)Nc2nnc(C(F)(F)F)s2)c1 | 2% | 4.4%
CC(NC(=O)COc1ccc(Br)cc1)C(=O)O (configuration not stated) | 0% | 6.8%
Cc1ccc(S(=O)(=O)NCC(=O)OCC(=O)c2cccs2)cc1 | 4% | -0.9%
Cc1n(C)c2cccnc2[n+]1C | -4% | 1.6%
C=CCc1cccc(/C=N\N2CCN(c3ccccc3)CC2)c1O | 2% | 1.6%
Cc1cc2ccccc2n1CCNC(=O)c1ccccc1 | 5% | 11%
COc1ccccc1CC(=O)NC1CC(C)(C)NC(C)(C)C1 | -2% | -1.4%
O=C1NN(c2ccccc2)C(=O)/C1=C/c1c(Cl)cccc1Cl | -2% | 6.6%
N#Cc1ccsc1NC(=O)COC(=O)CCCSc1nc2ccccc2s1 | -8% | 1.6%
CCc1ccccc1NC(=O)c1nnn(CC(=O)Nc2ccccc2C)c1N | -2% | -3.2%
CC(=O)Nc1nonc1-c1nc2ccccc2n1N(C(C)=O)C(C)=O | 3% | 7.1%

Profiles, looked up by structure:
Results for Cc1cc2ccccc2n1CCNC(=O)c1ccccc1 = MKP-3 inhibition: 5%; Hsp70 displacement: 11%
Results for CC(=O)Nc1nonc1-c1nc2ccccc2n1N(C(C)=O)C(C)=O = MKP-3 inhibition: 3%; Hsp70 displacement: 7.1%
Results for COc1ccc(OC)c(NC(=O)CCC(=O)Nc2nnc(C(F)(F)F)s2)c1 = MKP-3 inhibition: 2%; Hsp70 displacement: 4.4%

The list goes on:
SMILES | MKP-3 inhibition | Hsp70 displacement
CCOc1ccc(CN(C(=O)c2ccco2)C2CCS(=O)(=O)C2)cc1 (configuration not stated) | -18% | -6.2%
Cc1ccc(OCC(O)CN2CCN(c3ccccc3)CC2)cc1 (configuration not stated) | -11% | 0.5%
CCOC(=O)N1CCN(C(=O)COc2cc(=O)n(C)c3ccccc23)CC1 | -12% | 1.3%
COc1ccc2[nH]c(=O)c(CN(C(=O)c3ccncc3)C(C)C)cc2c1 | 0% | 1.0%
COCCCNC(=O)CN(c1ccc(Cl)cc1)S(=O)(=O)c1ccccc1 | 0% | -0.7%
CCCCc1c(C)c2ccc(OC)c(/C(C)=N\O)c2oc1=O | -3% | -1.7%
Cc1ccc(C)c2[nH]c(=O)c(CCNC(=O)C(C)C)cc12 | -11% | 7.5%
COc1ccc(NC(=O)CCn2nc(C)cc2C)cc1 | 5% | -0.1%
NC(=O)c1c(NC(=O)Cc2cccs2)sc2c1CCC2 | -6% | 0.4%
O=C1C=C(N2CCN(C(c3ccccc3)c3ccccc3)CC2)C2(CCCCC2)O1 | -2% | -3.5%
CCOC(=O)C1CCN(C(=O)CCS(=O)(=O)c2ccc3c(c2)CCN3C(C)=O)CC1 | . | -0.8%
CCn1cc(CNC(=O)CCc2ccc(OC)cc2)cn1 | 10% | 3.3%
CC1(C)CC(N(Cc2ccco2)C(=O)Cc2ccccc2)CCO1 (configuration not stated) | -2% | -2.3%
CCC(=O)N1CCc2cc(S(=O)(=O)NC(CC(C)C)C(=O)N3CCc4ccccc43)ccc21 (configuration not stated) | -6% | 0.4%
COc1ccc(OC)c(C(=O)c2coc3ccc(OC)cc23)c1 | -9% | -4.1%
COc1cc2c(cc1OC)CN(C(=O)c1cc(S(=O)(=O)N3CCOCC3)ccc1Cl)CC2 | -2% | 9.1%
COc1ccc(S(=O)(=O)N(CC(N)=O)C2CCCCC2)cc1Cl | 1% | 1.2%
Cn1c(=O)[nH]c(=O)c2c1nc(CN1CCOCC1)n2Cc1ccc(F)cc1 | -5% | -4.0%
CN(C(=O)COc1cc(=O)n(C)c2ccccc12)c1ccc(Cl)cc1 | 0% | -6.8%
Cc1ccnc(N2CCCC(C(=O)Nc3nnc(C)s3)C2)n1 (configuration not stated) | 0% | 1.5%
COc1ccc(NS(=O)(=O)c2cccs2)cc1OC | -4% | 1.6%
Cc1ccccc1C(=O)NN1C(=O)/C(=C\c2ccncc2)SC1=S | 2% | 1.0%
C/C(=N\NC(=O)COc1ccc(Cl)cc1[N+](=O)[O-])c1cccs1 | -6% | 5.4%
CC(C)=CC(=O)OCC(=O)Nc1nc(C)c(Cl)cc1Cl | -15% | -0.4%
CCOC(=O)c1ccc(NCc2ccc(N(C)C)cc2)cc1 | 11% | 0.6%
CC(=O)/C(C(=N)N1CCN(C(c2ccccc2)c2ccccc2)CC1)=C(\C)O | 1% | -4.1%
Cc1cc(OCC(=O)NCc2ccc3c(c2)OCO3)cc(C)c1Cl | 3% | 1.9%
FC(F)(F)c1ccc(C2Nc3cccc4cccc(c34)N2)cc1 | 4% | -7.2%
CN(CC(CC(=O)Nc1nncs1)c1ccccc1)S(=O)(=O)c1ccccc1 (configuration not stated) | -2% | 5.0%
O=C(Nc1ccccc1C(=O)N=Nc1c(O)[nH]c2ccc([N+](=O)[O-])cc12)c1ccccc1 | 3% | -5.5%
Clc1ccc(-n2c(SC/C=C/c3ccccc3)nnc2-c2cccnc2)cc1 | . | 0.5%
c1ccc(-c2nc(CSc3nnnn3-c3ccccc3)cs2)cc1 | -7% | .
C/C(=N\NS(=O)(=O)c1ccc(Cl)c([N+](=O)[O-])c1)c1ccc(C)o1 | . | 4.0%
CCOCCCNC(=O)c1ccc(NC(C)=O)cc1 | . | 5.0%
Cc1cc2ccccc2c(=O)n1CC(=O)Nc1ccc2c(c1)OCCO2 | 4% | 0.3%
COc1ccc(-c2cc(C#N)nc(N3CCN(c4ccccc4)CC3)n2)cc1 | . | 2.3%

Structures from the list above that contain an aryl thioether with sulfur outside any ring (four):
SMILES | MKP-3 inhibition | Hsp70 displacement
C=CCn1c(SCC(=O)NCc2ccccc2)nnc1C1CCCCC1 | . | 0.3%
N#Cc1ccsc1NC(=O)COC(=O)CCCSc1nc2ccccc2s1 | -8% | 1.6%
Clc1ccc(-n2c(SC/C=C/c3ccccc3)nnc2-c2cccnc2)cc1 | . | 0.5%
c1ccc(-c2nc(CSc3nnnn3-c3ccccc3)cs2)cc1 | -7% | .

Carrying on.
SMILES | MKP-3 inhibition | Hsp70 displacement
Cc1cc([N+](=O)[O-])ccc1NC(=O)c1cc2ccccc2o1 | 1% | 5.6%
CC(C)Cc1ccc(/C(CCCC(=O)O)=N\O)s1 | 0% | 0.4%
Cc1ccc(CN2C(=O)CCC2C(=O)NCc2cccnc2)cc1 (configuration not stated) | . | 3.5%
CN(C(=O)C12CC3CC(CC(C3)C1)C2)C1CCS(=O)(=O)C1 (configuration not stated) | -6%&2% | 3.9%&-1.1%
COc1ccc2cc(CN(CC3COCCO3)S(=O)(=O)c3ccccc3)c(=O)[nH]c2c1 (configuration not stated) | 0% | -1.5%
CCC1=C/C(=C\c2ccc3c(c2)OCO3)C(=O)S1 | -6% | .
COc1cccc(OCCSc2nc(N)cc(N)n2)c1 | . | 2.7%
Cc1cccc(N2C(=O)C3C4C=CC(C4=C4C5CC6CC(C5)CC4C6)C3C2=O)c1 (configuration not stated) | -1% | -0.9%
Cc1nnc(Nc2ccccn2)c2ccccc12 | -2% | -4.6%
COc1ccc(C2OCC3(CO2)SC2=NCN(C)CN2C3=O)cc1OC (configuration not stated) | 4% | -6.2%
O=C(NC1CCCCC1)n1c(=O)oc2cc(S(=O)(=O)N3CCCCC3)ccc21 | -6% | -3.0%
O=C(Nc1nnc(SCc2ccccc2)s1)c1ccco1 | . | -0.7%
O=C(CC(NS(=O)(=O)c1ccc(Cl)cc1)c1ccco1)NC1CCCC1 (configuration not stated) | 5% | 4.9%
CCCSc1nnc(Cn2c(=O)sc3ccccc32)n1C | 0% | 4.7%
C=CCNC(=O)C(=O)Nc1ccc(C)cc1 | -3% | -1.4%
Cc1ccc(NC(=O)CCC(=O)OCCCC(F)(F)C(F)(F)F)cc1 | -2% | -2.1%
COc1ccc(S(=O)(=O)N(CC(=O)Nc2ccc(Br)cc2)c2ccc(C)cc2)cc1OC | -9% | 3.8%
O=c1/c(=C\c2ccc(F)cc2)sc2nc(-c3ccc(Cl)cc3Cl)nn12 | 4% | 9.5%
COc1cc(/C=C2\S/C(=N/S(=O)(=O)c3ccccc3)NC2=O)c([N+](=O)[O-])cc1OC | . | 7.7%
CCn1c(Cc2ccccc2)nnc1SCC(=O)N1CCCCC1 | . | -4.8%
Cc1c(NC(=O)c2ccc(CSc3ccc(Cl)cc3)cc2)c(=O)n(-c2ccccc2)n1C | -5% | 1.2%
COc1ccc(OC)c(NC(=O)Cn2c(-c3ccc(Cl)cc3)noc2=O)c1 | 0% | -0.6%
CCC(Oc1ccccc1)C(=O)Nc1c(F)c(F)c(F)c(F)c1F (configuration not stated) | 2% | 2.8%
Cc1cc(-c2csc(NC(=O)c3cc4ccccc4o3)n2)c(C)n1C | 0% | -2.7%
COc1ccc(OC)c(S(=O)(=O)n2cnc3cc(C)c(C)cc32)c1 | -16%&2% | -1.3%&0.4%
CCCSc1nnc(CN2CCOCC2)n1C | -16% | -2.3%
CCCCCCCCS(=O)c1sc2nc(C)cc(C)c2c1N (configuration not stated) | . | -3.5%
CC(C)(C)c1ccc(S(=O)(=O)N/N=C/c2cc(Br)ccc2O)cc1 | 0% | 0.6%
CCOC(=O)N1CCN(C(=O)Cn2c(C)cc3ccccc3c2=O)CC1 | -1% | -3.9%
COc1ccc(CNC(=O)Cn2cc3c(n2)CCCCC3)cc1 | -3% | 0.7%

Taken from above (5 entries):
SMILES | MKP-3 inhibition | Hsp70 displacement
c1cnc(Nc2nc(-c3cccs3)cs2)nc1 | 43% | -106%
CC(CNC(=O)c1cccs1)c1ccccc1 (configuration not stated) | -4% | 7.3%
O=C(Nc1nc(-c2ccc(-c3ccccc3)cc2)cs1)C1CCCO1 (configuration not stated) | . | -0.8%
O=[N+]([O-])c1ccc(N2CCN(c3ccc(Cl)nn3)CC2)cc1NC1CC1 | . | -2.0%
COc1ccccc1S(=O)(=O)Cc1ccc(C(=O)N2CCOCC2)o1 | -3% | -1.6%

Screening results (PubChem)

Not all compounds are listed, so the mix of outcomes need not match the whole.
